D2 antag – HTS Assay for Allosteric Antagonists of the Human D2 Dopamine Receptor: Primary Screen for Antagonists; D(2) dopamine receptor (Homo sapiens), P14416; HEK293 TREx D2 cells, calcium flux, dopamine EC80; inhibition, % at 10 µM; 2% of 340,000 active; AID 485344, 2010; in the data active means inhibition above about 30%; further: 0% is about no effect
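Inhibition of EC80 dopamine-driven calcium flux, recorded kinetically, defines activity here; cells are a tetracycline-induced HEK293 T-REx line expressing force-coupled D2.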
TRHR ag – qHTS for Small Molecule Agonists and Allosteric Enhancers of Human TRH Receptor: Primary Screen for Agonists. Thyrotropin-releasing hormone receptor (Homo sapiens), P34981. TRHR cells, calcium flux fluo-8, FDSS agonist mode. activation, % at 2 µM. 0.18% of 360,000 active; in the data active means activation above about 30%; further: 0% is about no effect
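Fluo-8-loaded TRHR cells; 10 s baseline, compound added, kinetic Ca2+ fluorescence read 1/s, agonist mode.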
D2 ag – HTS Assay for Allosteric Agonists of the Human D2 Dopamine Receptor: Primary Screen for Agonists. D(2) dopamine receptor (Homo sapiens), P14416. HEK293 T-REx D2 cells, calcium flux agonist mode. activation, % at 2 µM. 0.53% of 340,000 active;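 active means activation over 3 SD above normal in the single-dose calcium agonist read, cut at about 30% in these data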; further: 0% is about no effect
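Agonism is scored from calcium flux in a force-coupled, inducible HEK293 cell line expressing D2, read kinetically for 180 s after compound addition against dopamine controls.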
mIDH1 inhibitor – qHTS for Inhibitors of mutant isocitrate dehydrogenase 1 (IDH1): qHTS | Isocitrate dehydrogenase [NADP] cytoplasmic (Homo sapiens), O75874 | AID 602179, 2012 | 0.093% of 390,000 active | IDH1-R132H enzyme, NADPH consumption, diaphorase/resazurin fluorescence | Potency, µM (doses to about 76.6 µM), without a hit: at the highest dose activity change, negative = inhibition, usual class: inhibitors; further: potency means the concentration at half of the fitted maximal effect; on the % scale 0 is the no-effect control and ±100 the full control effect; nearly all actives have a fitted effect of over 65% in size
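IDH1-R132H (0.5 ug/mL) preincubated 30 min with compound, then NADPH (0.016 mM) and alpha-KG (2 mM) added; 80 min at RT, pH 7.5. Remaining NADPH coupled via diaphorase/resazurin to fluorescence (540/590 nm); concentration-response curves normalized to no-enzyme control.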
Pin1 inhibitor – qHTS Assay to Find Inhibitors of Pin1; Peptidyl-prolyl cis-trans isomerase NIMA-interacting 1 (Homo sapiens), Q13526; Pin1 FP peptide displacement, HiFluor488, 10 min; Potency, µM (highest dose often 115 µM), inactives show at the highest dose activity, negative = inhibition, hits mostly inhibitors; 0.009% of 390,000 active; AID 504891, 2011; active means well fitted inhibition curve with a large enough effect in the polarisation, with a control signal flat, not every such curve was filed as active; inconclusive means small, poorly fitted or top-dose-only effect, or effect the other way, or a change in a side signal; inactive means no such curve, though single readings can be large or run the other way; the % refers to the polarisation; further: potency means the concentration at half of the fitted maximal effect; on the % scale 0 is the no-effect control and ±100 the full control effect
Target sequence (Q13526 whole entry, looked up): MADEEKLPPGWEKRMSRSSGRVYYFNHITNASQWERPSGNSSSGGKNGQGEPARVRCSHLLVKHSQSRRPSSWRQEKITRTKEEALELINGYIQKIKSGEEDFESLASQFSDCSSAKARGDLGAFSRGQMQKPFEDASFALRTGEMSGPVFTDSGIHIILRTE
USP1-UAF1 inh – Inhibitors of USP1/UAF1: Primary Screen | Ubiquitin carboxyl-terminal hydrolase 1 (Homo sapiens), O94782 | recombinant USP1/UAF1, Ub-Rhodamine cleavage fluorescence | Potency, µM (series often up to 57.1 µM), for the others: at the top dose activity change, negative = inhibition, actives largely listed as inhibitors | 0.23% of 390,000 active | AID 743255, 2014; further: potency means the concentration at half of the fitted maximal effect; on the % scale 0 is the no-effect control and ±100 the full control effect; nearly all actives have a fitted effect of over 60% in size; inactives centre near -12
Target sequence (O94782 whole entry, looked up): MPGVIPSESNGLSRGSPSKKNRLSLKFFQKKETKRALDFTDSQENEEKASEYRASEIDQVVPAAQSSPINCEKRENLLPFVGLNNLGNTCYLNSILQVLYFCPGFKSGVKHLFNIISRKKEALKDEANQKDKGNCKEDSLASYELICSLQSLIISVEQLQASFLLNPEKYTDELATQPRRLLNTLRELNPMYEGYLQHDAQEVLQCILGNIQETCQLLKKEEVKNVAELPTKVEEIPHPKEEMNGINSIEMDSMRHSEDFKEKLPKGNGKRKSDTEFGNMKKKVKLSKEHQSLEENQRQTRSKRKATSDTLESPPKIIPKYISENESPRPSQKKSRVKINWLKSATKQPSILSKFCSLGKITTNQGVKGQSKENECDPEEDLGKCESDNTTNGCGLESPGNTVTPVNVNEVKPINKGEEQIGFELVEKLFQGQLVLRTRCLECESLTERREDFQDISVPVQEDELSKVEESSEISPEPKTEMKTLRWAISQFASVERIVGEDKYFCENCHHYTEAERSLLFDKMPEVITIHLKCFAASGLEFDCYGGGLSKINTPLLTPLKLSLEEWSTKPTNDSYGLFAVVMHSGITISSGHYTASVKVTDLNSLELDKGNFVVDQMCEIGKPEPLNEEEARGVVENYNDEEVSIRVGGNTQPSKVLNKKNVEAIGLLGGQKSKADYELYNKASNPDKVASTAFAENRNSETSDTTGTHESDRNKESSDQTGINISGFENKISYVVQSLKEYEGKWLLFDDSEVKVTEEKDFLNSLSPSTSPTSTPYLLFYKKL
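In this screen, compounds sit with the deubiquitinase complex (1nM) for 15 min at room temperature before Ub-Rho is added at 150nM final. Fluorescence rise is then followed for 6 reads every 60 seconds.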
TrxR1 substrate – qHTS Assay for Substrates of Mammalian Selenoprotein Thioredoxin Reductase 1 (TrxR1): qHTS; purified TrxR1 substrate turnover, NADPH consumption readout; Potency, µM (series often up to 114 µM), inactives show top-dose activity change, negative = substrate turnover; 0.01% of 390,000 active; AID 588456, 2011; further: potency means the concentration at half of the fitted maximal effect; on the % scale 0 is the no-effect control and ±100 the full control effect; nearly all actives have a fitted effect of over 50% in size
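Rat TrxR1, dispensed at 90 nM, was prereduced with 400 uM NADPH (final) for 5 min at ~22 deg C, then incubated with compound 15 min before 400 uM selenite. A first-read NADPH fluorescence drop versus no-compound background flagged substrates.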
TrxR1 inh – qHTS Assay for Inhibitors of Mammalian Selenoprotein Thioredoxin Reductase 1 (TrxR1): qHTS; 1% of 390,000 active; Potency, µM (highest dose often 114 µM), without a hit: top-dose activity change, negative = inhibition, actives largely listed as inhibitors; recombinant rTrxR1, NADPH fluorescence consumption, selenite substrate; further: potency means the concentration at half of the fitted maximal effect; on the % scale 0 is the no-effect control and ±100 the full control effect; nearly all actives have a fitted effect of over 65% in size
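Rat TrxR1 (90 nM in the dispensed reagent) was pre-reduced with 400 uM NADPH for 5 min at room temperature, then incubated with compound for 15 min. After 400 uM selenite was added, NADPH fluorescence (Ex 340/Em 450 nm) was followed for 8 min.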
TRHR PAM – qHTS for Small Molecule Agonists and Allosteric Enhancers of Human TRH Receptor: Primary Screen for Enhancers; Thyrotropin-releasing hormone receptor (Homo sapiens), P34981; TRHR cells, fluo-8 calcium fluorescence, EC20 TRH enhancement; enhancement, % at 2 µM; AID 493056, 2011; 0.66% of 360,000 active; in the data active means enhancement above about 30%; further: 0% is about no effect
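TRHR-expressing cells loaded with fluo-8 calcium dye were read kinetically (ex 480/em 530) during compound addition, then stimulated with an EC20 of TRH (10 nM final). Enhancement of the Gq-mediated intracellular calcium response was scored.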
* hit, by the source's call; ? = inconclusive; . = not tested or not shown; & = joins results of further samples; [ ] = another dose, or the depositor's remark. Unless noted, the call rests on the fitted dose curve; in most records, active means well fitted inhibition curve with a large enough effect; inconclusive means small, poorly fitted or top-dose-only effect; inactive means no such curve, though single readings can be large or run the other way. The list is partial; rates above refer to the full screens.

SMILES	D2 antag	TRHR ag	D2 ag	mIDH1 inhibitor	Pin1 inhibitor	USP1-UAF1 inh	TrxR1 substrate	TrxR1 inh	TRHR PAM
Cc1ccc2c(C(=O)CN3CCC4(CC3)OCCO4)c(C)[nH]c2c1	-2	0.1	0.1	-8%	0%	-3%	4%	-21%	-1
O=c1[nH]n2cc(-n3cc([N+](=O)[O-])cn3)cnc2c1Br	-3	0.8	2.4	-5%	-2%	-11%	-10%	12%	-1
COc1ccc2nc3oc(C(=O)N4CCN(c5cccc(Cl)c5)CC4)cc3cc2c1	8	0.1	4.4	0%	4%	-1%	3%	-7%	-3
CCN(CCn1cccn1)C(=O)CC1C(=O)NCCN1CC1CCCCC1 (stereo not given)	4	0.2	-0.1	9%	-20%	-7%	-16%[57.1 µM]	23%[57.1 µM]	1
CC(C)C(=O)NC(=O)COC(=O)/C=C/c1cccs1	-2	-0.5	-0.5	6%	-5%	-9%	-12%[57.1 µM]	17%[57.1 µM]	0
CCOC(=O)C1=CN(Cc2cccc(F)c2)S(=O)(=O)N(CC)C1c1ccccc1 (stereo not given)	.	.	.	3%[38.3 µM]	1%	-9%	-6%	9%	.
COC(=O)c1c[nH]n2c(=O)cc(C)nc12	-15	0.5	0.9	1%	-3%	-15%	13%	-16%	6
CCOC(=O)C1=C(N)N2C(=O)C(C)SC2=C(C(=O)OC)C1c1ccccc1OC (stereo not given)	-14	2.2	-0.2	-2%	-7%	-3%	-14%	10%[57.1 µM]	11
Cc1ccc(S(=O)(=O)NCCC(=O)NC2CCCCC2)cc1	.	.	.	3%	-13%	-16%	-9%	-11%	.
O=C(O)c1ccccc1C(=O)NNc1ccc(Cl)cc1	.	.	.	-9%	-4%	-11%	0%	2%	.
Cc1ccc(NC(=O)CC(O)(C(F)(F)F)C(F)(F)F)cc1	-18	-0.2	0.4	1%	?	-10%	-8%	-8%	3
N#C/C(C(N)=O)=C1/CCCN1Cc1ccccc1	.	.	.	7%	-8%	1%	1%[57.1 µM]	20%[57.1 µM]	.
CCOC(=O)N1CCC(NC(=O)c2ccc3c(c2)N(Cc2cccc(C)c2)C(=O)c2ccccc2S3(=O)=O)CC1	.	1.2	0.0	18%	15%	-24%	7%	35%	-3
Cc1ccccc1C(=O)Nc1cccc(C#N)c1	22	0.3	0.5	9%	-1%	-10%	3%	17%	-1
Cn1nc(-c2ccc(Cl)cc2)nc2c(=O)n(C)c(=O)nc1-2	-18	0.4	-0.8	.	.	.	18µM*	?	-9
CCN(CC)C(=O)Cn1c(=O)n(CCCCCC(=O)NCc2ccc3c(c2)OCO3)c(=O)c2sccc21	.	0.0	-0.1	-21%	-7%	-19%	-3%	16%	-7
COc1ccc(C2NC(C(=O)O)CS2)cc1COCC(F)(F)F (stereo not given)	-1	0.1	0.6	-2%	5%	-5%	-1%	14%	3
Cc1cc2nnc(SCC(=O)NCC3CCCO3)n2c2ccccc12 (stereo not given)	-12	0.7	-1.0	-7%	-11%	-1%	3%[57.1 µM]	20%[57.1 µM]	-4
CCN(CC)C(=O)c1sc2c(c1C)c(=O)n(Cc1ccccc1)c(=O)n2Cc1ccccc1C	.	0.0	0.7	-17%	0%	-22%	7%[57.1 µM]	19%[57.1 µM]	3
CCOc1ccccc1OCC(=O)OCC(=O)c1c(C)[nH]c2ccccc12	-1	0.5	-0.3	4%	1%	-6%	-18%	-13%	0

Next section, overlapping the part above by 4 compounds.
SMILES	D2 antag	TRHR ag	D2 ag	mIDH1 inhibitor	Pin1 inhibitor	USP1-UAF1 inh	TrxR1 substrate	TrxR1 inh	TRHR PAM
COc1ccc(C2NC(C(=O)O)CS2)cc1COCC(F)(F)F (stereo not given)	-1	0.1	0.6	-2%	5%	-5%	-1%	14%	3
Cc1cc2nnc(SCC(=O)NCC3CCCO3)n2c2ccccc12 (stereo not given)	-12	0.7	-1.0	-7%	-11%	-1%	3%[57.1 µM]	20%[57.1 µM]	-4
CCN(CC)C(=O)c1sc2c(c1C)c(=O)n(Cc1ccccc1)c(=O)n2Cc1ccccc1C	.	0.0	0.7	-17%	0%	-22%	7%[57.1 µM]	19%[57.1 µM]	3
CCOc1ccccc1OCC(=O)OCC(=O)c1c(C)[nH]c2ccccc12	-1	0.5	-0.3	4%	1%	-6%	-18%	-13%	0
O=C(CSC1=Nc2ccccc2N=C(c2ccc(F)cc2)C1)Nc1ccc(Cl)cc1	.	1.1	-0.2	7%	4%	-24%	-2%[57.1 µM]	15%[57.1 µM]	4
COc1ccc(OC)c(CCNC(=O)c2c(C)nn(-c3ccc(F)cc3)c2-n2cccc2)c1	.	0.0	.	-7%	-5%	-34%	-2%	26%	-2
CCC1CCc2c([nH]c3ccccc3c2=O)O1 (stereo not given)	.	0.0	.	6%	0%	-10%	-10%	-11%	-3
COc1ccc(C2(CNC(=O)c3cccc([N+](=O)[O-])c3)CCOCC2)cc1OC	2	-1.5	0.2	4%	-10%	2%	3%[57.1 µM]	-3%[57.1 µM]	4
Cc1ccc(NC(=O)NNC(=O)c2sccc2-n2cccc2)cc1	-7	-0.6	0.8	5%	-3%	-16%	-14%	-17%	-1
O=C(Nc1ccc(S(=O)(=O)N2CCCC2)cc1)c1cc(F)c(F)cc1Cl	-20	1.5	0.5	-1%	-3%	-3%	-4%	4%	-6
CCN1C(=O)N[C@@H](c2cccs2)C(C(C)=O)=C1C	6	-0.6	0.5	-15%	-1%	-7%	8%[57.1 µM]	14%[57.1 µM]	0
Cc1ccccc1N1C(=O)C(Cl)=C(N2CCCCCC2)C1=O	.	-0.5	.	3%	23%	-14%	-3%	3%	-3
COc1ccccc1/C=C(\NC(=O)c1ccc(OC)c(OC)c1)C(=O)Nc1ccc([N+](=O)[O-])cc1	-10	0.4	0.7	9%	2%	11%	-12%[57.1 µM]	9%[57.1 µM]	6
COc1ccc(CCC(=O)NNC(=O)Nc2cccc(Cl)c2)cc1	-8	0.3	-0.5	-6%	0%	-25%	2%	21%	-3
O=c1c2c(nc3cc(-c4cccc(Cl)c4)[nH]n13)CCCC2	5	-1.6	0.0	20%	7%	-1%	5%[57.1 µM]	11%[57.1 µM]	-6
Cc1ccc(Oc2nnc(-c3cccs3)c3ccccc23)cc1	-9	0.6	0.6	-1%	-1%	-14%	-7%[57.1 µM]	11%[57.1 µM]	0
CN(C)CCNC(=O)C(=O)Nc1cc2c3c(c1)CCC(=O)N3CCC2	-5	0.3	-1.6	2%	3%	-21%	2%	16%	4
OC(c1ccccc1)(C1CCCCC1)C(CN1CCOCC1)c1ccccc1 (stereo not given)	3	-0.6	-0.6	-2%	?	-16%	-8%	9%	9
O=C(c1ccccc1)N(C(=O)c1ccccc1)c1ncnc2c1C(c1ccccc1)c1c(ccc3ccccc13)O2 (stereo not given)	2	0.4	0.2	.	0%&13%	.	3%[57.1 µM]	36%	5
O=C(N/N=C1\CCc2ccccc21)c1ccccc1Cl	-1	-0.4	-0.2	-1%	-3%	-25%	-2%	12%	6
C/C(=N\NC(=O)c1ccccc1)c1nc2ccccc2n1C	9	0.0	-0.2	11%	2%	-11%	7%	7%	0
CC(C)c1ccc(OCc2cccc(C(=O)N/N=C/c3cccnc3)c2)cc1	5	-0.1	-0.2	6%	-1%	-11%	-2%[57.1 µM]	2%[57.1 µM]	-1
Clc1cccc(N2CCN(c3nc4ccccc4n4cnnc34)CC2)c1	.	-0.2	0.0	0%	4%	-20%	30%	19%	13
Cc1ccc(-c2cc(C(F)(F)F)n3nc(C(=O)Nc4ccc(C#N)cc4)cc3n2)cc1	.	1.6	-0.2	-2%	-1%	?	5%	18%	9
Cc1ccc(S(=O)(=O)NCC(=O)Nc2cccnc2)cc1C	.	.	.	3%	3%	-8%	1%[57.1 µM]	0%[57.1 µM]	.
CCOC(=O)c1c(CSc2ccccc2)n(C)c2ccc(O)cc12	3	0.2	-2.0	8%	5%	-8%	1%	10%	-1
COc1ccccc1NC(=O)CN(Cc1ccccc1)S(C)(=O)=O	.	0.9	.	-1%	?	5%	-3%	3%	6
Cc1ccc(OC(=O)c2ccc3c(=O)n4c(nc3c2)CCC4)cc1	.	1.8	.	3%	10%	?	-1%	8%	1
Cc1cc(C)c(OCC(=O)OCC(=O)NCCC2=CCCCC2)c(C)c1	8	1.0	1.9	4%	-3%	-23%	-2%	13%	-4
COc1ccc(S(=O)(=O)N2CCCC(C(=O)Nc3ccc4c(c3)OCCO4)C2)cc1 (stereo not given)	.	-0.2	.	2%	11%	1%	9%	33%	4
COc1ccc(CCC(=O)Nc2cccc(S(=O)(=O)N3CCOCC3)c2)cc1OC	-9	0.3	-1.3	6%	-11%	-11%	5%	6%	-6
COc1ccc(-c2n[nH]c(=S)n2CC(C)C)cc1	-15	0.9	0.2	12%	-3%	-15%	-5%	-23%	3
COCCNC(=O)NC1(C(F)(F)F)Oc2ccc(Cl)cc2O1 (stereo not given)	-14	-0.5	-0.6	4%	-8%	-9%	-2%	3%	4

Screening data: PubChem BioAssay, National Center for Advancing Translational Sciences (NCATS)
